Source: PubChem (National Center for Advancing Translational Sciences (NCATS))
G9a block: inhibitors of human histone lysine methyltransferase G9a. G9a H3K9 monomethylation, AlphaScreen, 2 h. Potency, µM (doses to about 102 µM), for inactives: top-dose activity, negative = inhibition, usual class: inhibitors. actives 8.8% (n = 350,000); further: on the % scale 0 is the no-effect control and ±100 the full control effect; nearly all actives have a fitted effect of over 75% in size
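G9a (20 nM) preincubated 15 min RT with compounds, then 500 nM biotinylated H3K9 peptide and 20 uM SAM added; 2 h RT reaction. Monomethyl-H3K9 product detected by AlphaScreen with anti-H3K9me1 antibody, streptavidin donor and anti-rabbit IgG acceptor beads.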
POLB inh: blocks human DNA polymerase beta activity; P06746; Pol beta primer extension/strand displacement, fluorescence kinetic; Potency, µM (doses to about 114 µM), for the others: top-dose activity change, negative = inhibition, hits mostly inhibitors; actives 1.3% (n = 340,000); AID 485314; further: on the % scale 0 is the no-effect control and ±100 the full control effect
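Pol beta (10 nM) was preincubated with compound for 15 min at room temperature. The reaction was then started with 50 nM substrate and read immediately and after a further 10 min at room temperature.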
Pol kappa inh: blocks human DNA polymerase kappa activity | purified Pol kappa, fluorescent DNA synthesis assay, 10 min | Potency, µM (titrated, usually from 107 µM), without a hit: at the top dose activity, negative = inhibition, most hits filed as inhibitors | actives 0.53% (n = 400,000); further: on the % scale 0 is the no-effect control and ±100 the full control effect
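Inhibition of 10 nM Pol kappa is measured by a fluorescent read-out at 0 and 10 min following addition of 50 nM substrate (final), with a 15-min room-temperature compound preincubation.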
Pol iota inh: DNA polymerase iota (human) inhibition | AID 588590 | Pol iota fluorescent replication assay, 10 min | Q9UNA4 | actives 1% (n = 390,000) | Potency, µM (top dose mostly 115 µM), without a hit: top-dose activity, negative = inhibition, actives largely listed as inhibitors
Target sequence (Q9UNA4 whole entry, looked up): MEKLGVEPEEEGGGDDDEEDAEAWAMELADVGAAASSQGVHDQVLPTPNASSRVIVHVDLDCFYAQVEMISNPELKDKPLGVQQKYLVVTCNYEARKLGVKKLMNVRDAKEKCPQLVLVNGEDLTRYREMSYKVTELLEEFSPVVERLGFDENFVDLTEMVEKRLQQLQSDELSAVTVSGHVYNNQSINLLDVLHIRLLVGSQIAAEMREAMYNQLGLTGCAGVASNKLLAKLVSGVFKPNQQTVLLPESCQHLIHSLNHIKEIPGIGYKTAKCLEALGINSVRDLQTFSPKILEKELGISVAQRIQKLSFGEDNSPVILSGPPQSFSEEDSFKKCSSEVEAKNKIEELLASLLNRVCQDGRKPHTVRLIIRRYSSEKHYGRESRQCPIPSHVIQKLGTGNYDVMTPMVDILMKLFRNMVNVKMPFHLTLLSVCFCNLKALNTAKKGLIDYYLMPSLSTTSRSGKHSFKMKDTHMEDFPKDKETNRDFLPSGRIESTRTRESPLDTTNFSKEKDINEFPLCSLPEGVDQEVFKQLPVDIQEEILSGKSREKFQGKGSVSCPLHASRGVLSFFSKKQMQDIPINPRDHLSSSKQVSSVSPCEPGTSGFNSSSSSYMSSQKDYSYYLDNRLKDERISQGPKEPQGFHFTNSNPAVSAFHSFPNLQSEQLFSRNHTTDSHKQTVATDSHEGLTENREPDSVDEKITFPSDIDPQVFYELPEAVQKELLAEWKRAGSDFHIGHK
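Pol iota at 10 nM preincubated 15 min with compounds at room temperature; reaction started with fluorescent substrate, 50 nM final. Fluorescence read kinetically at 0 and 10 min; buffer-only wells as negative control.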
JMJD2A Tudor inh: blocks the human JMJD2A Tudor domain; actives 4.4% (n = 390,000); O75164; AID 504339; Potency, µM (highest dose often 114 µM), inactives show top-dose activity change, negative = inhibition, actives largely listed as inhibitors; AlphaScreen JMJD2A-Tudor / H3K4me3 peptide binding; further: on the % scale 0 is the no-effect control and ±100 the full control effect; nearly all actives have a fitted effect of over 50% in size
APEX1 inh: inhibitors of human APE1 endonuclease; P27695; Potency, µM (highest dose often 65.8 µM), inactives show top-dose activity change, negative = inhibition, actives largely listed as inhibitors; actives 0.35% (n = 350,000); recombinant APE1, TAMRA/BHQ-2 abasic DNA cleavage fluorescence;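 further: plate controls were vehicle for no effect and reference inhibitor for full effect; nearly all actives have a fitted effect of over 55% in size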
Target sequence (P27695 whole entry, looked up): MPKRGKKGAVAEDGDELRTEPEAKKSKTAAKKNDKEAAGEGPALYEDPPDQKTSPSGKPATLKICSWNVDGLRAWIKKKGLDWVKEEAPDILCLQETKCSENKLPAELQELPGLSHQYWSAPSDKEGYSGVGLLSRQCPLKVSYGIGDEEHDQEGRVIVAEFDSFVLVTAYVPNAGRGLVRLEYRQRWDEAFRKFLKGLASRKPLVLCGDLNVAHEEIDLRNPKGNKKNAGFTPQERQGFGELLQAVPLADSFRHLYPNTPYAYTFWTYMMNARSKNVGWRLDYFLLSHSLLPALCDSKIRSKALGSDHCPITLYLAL
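Endonuclease cleavage of a quenched abasic-site DNA duplex (50 nM) by APE1 (0.75 nM) was tracked by TAMRA dequenching. Compounds were preincubated with enzyme 15 min at room temperature; data normalized to buffer-only and DMSO wells plus NSC13755 control.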
BLM helicase inh: inhibitors of human Bloom syndrome helicase BLM | recombinant BLM DNA unwinding, fluorescence dequenching | P54132 | AID 2528 | actives 0.2% (n = 350,000) | Potency, µM (doses to about 56.1 µM), inactives show top-dose activity change, negative = inhibition, usual class: inhibitors;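 further: plate controls were vehicle for no effect and no enzyme for full effect; nearly all actives have a fitted effect of over 35% in size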
BAZ2B block: BAZ2B (human) inhibition | Q9UIF8 | AlphaScreen BAZ2B-H3K14Ac peptide displacement | Potency, µM (series often up to 114 µM), for the others: at the top dose activity change, negative = inhibition, hits mostly inhibitors | actives 4.4% (n = 360,000); further: on the % scale 0 is the no-effect control and ±100 the full control effect; nearly all actives have a fitted effect of over 60% in size
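Inhibition is scored as reduced AlphaScreen emission. The BAZ2B/b-H3(5-23)K14Ac complex (50 nM each) in PBS pH 7.4, 0.01% Tween-20 meets compound (up to 110 uM) for 30 min at RT before bead addition.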
Pol eta inh: inhibitors of human DNA polymerase eta; recombinant Pol eta, fluorescent DNA replication assay; Potency, µM (titrated, usually from 114 µM), without a hit: at the highest dose activity change, negative = inhibition, hits mostly inhibitors; actives 1.2% (n = 390,000); further: on the % scale 0 is the no-effect control and ±100 the full control effect
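Pol eta at 10 nM preincubated with compounds 15 min at room temperature; reaction started with fluorescent substrate (50 nM final) and read kinetically at 0 and 10 min.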
An asterisk follows results filed as active; u = inconclusive; x = no result given; [ ] = dose if it differs, or a comment. The call rests on the fitted dose curve; in most records, active means well fitted curve in the direction sought with a large enough effect; inconclusive means small, poorly fitted or top-dose-only effect, or another doubt; inactive means no such curve, though single readings can be large; an effect the other way counts as inactive or inconclusive. Potency means the concentration at half of the fitted maximal effect. An excerpt; rates above refer to the full screens.

Structure	JMJD2A Tudor inh	BLM helicase inh	Pol iota inh	POLB inh	G9a block	BAZ2B block	Pol eta inh	Pol kappa inh	APEX1 inh
Cc1ccc(-c2nnc(Nc3ccc(S(N)(=O)=O)cc3)c3ccccc23)cc1S(=O)(=O)N1CCOCC1	-21%	-3%	0%	6%	-50%[59 µM]	-10%	12%	-8%	x
O=C(NCCc1csc(-c2ccc(C(F)(F)F)cc2)n1)C(=O)Nc1ccc(F)c(Cl)c1	-13%	1%	21%	10%	13%[59 µM]	1%	-20%	0%[60.1 µM]	x
COc1cc2nc(=S)n3[nH]c(CCn4c(C)nc5ccccc54)nc3c2cc1OC	u	-1%	u	23%	u	-6%	-15%	-8%	3%
COc1ccc(CNC(=O)c2cc(C(=O)C3CC3)c[nH]2)cc1	2%	-3%	-10%	8%	37%	-17%	-6%	2%	28%
CCN1CCN(C(=O)Cn2nc(-c3ccc(Cl)cc3)ccc2=O)CC1	-17%	1%	-12%	22%	-9%[59 µM]	-10%	-10%	1%	-2%
COc1ccc2[nH]c(=O)c(CN(C(=O)c3cccc(Cl)c3)c3ccccc3C)cc2c1	-22%	3%	0%	8%	-39%[59 µM]	0%	-11%	-11%	x
CCn1cc(C(=O)Nc2sc(C)c(C)c2C(=O)OC)cn1	-13%	-2%	156%[activator]	44%	u	10%	-14%	-1%	15%
COc1cc(NC(=O)c2ccccc2)c(OC)cc1NC(=O)Cc1ccccc1	-23%	-2%	144%[activator]	6%	x	-1%	-8%	0%	-9%
COc1nc(NCc2ccco2)nc(NC2CCCCC2)n1	-24%[57.1 µM]	-1%	11%	25%	u	-33%	4%	-16%	6%
Cc1cccc(-c2nsc(SCC(=O)NCC3CCCO3)n2)c1 (stereo not given)	-2%	-4%	148%[activator]	0%	18µM*	-15%	-9%	-8%	5%
COCCN(CC(=O)NCc1ccc2c(c1)OCO2)C(=O)CCC(=O)Nc1nccs1	14%	3%	-3%	8%	4%[59 µM]	9%	-24%	-12%	2%
CC(=O)N1CCc2cc(C(=O)CN3CCN(c4ccccn4)CC3)ccc21	1%	-2%	60%[activator]	1%	20µM*	9%	-25%	-5%	1%
O=C(CNC(=O)c1ccccc1)Oc1ccc([N+](=O)[O-])cc1	-11%	-4%	6%	42%	u	-1%	8%	-3%	22%
CCc1nnc(NC(=O)CCC(=O)Nc2ccccc2)s1	0%	-7%	-5%	u	-14%[59 µM]	-6%	-5%	-5%	-5%
CCc1cc(CNC(=O)C2CCC(=O)N(CCc3ccc(OC)cc3)C2)on1 (stereo not given)	7%	-6%	26%	39%	x	1%	0%	-7%	4%
COc1ccc(C(=O)C[n+]2ccc(C)cc2)cc1	11%[57.1 µM]	-1%	-9%	37%	-15%[59 µM]	-6%	-19%	-5%	-7%
COc1ccc(OC)c(C2C(C(C)=O)=C(O)C(=O)N2CCN2CCOCC2)c1 (stereo not given)	u	0%	5%	26%	u	13%	-10%	-4%	12%
Fc1ccc(Nc2ncnc3c2nc2n3CCCCC2)c(F)c1	-10%	-2%	7%	46%	1%[59 µM]	-2%	-4%	-8%	x
COc1ccccc1-c1sc2ccccc2c1-c1ccccc1OC	20%	x	14%	x	5%[0.501 µM]	6%	-16%	5%	-10%
Cc1ccc(C(=O)CCC(=O)N2CCC(C(N)=O)CC2)s1	-4%	x	31%[activator]	x	2%[2.33 µM]	9%	-4%	1%	-19%

The results go on:
Structure	JMJD2A Tudor inh	BLM helicase inh	Pol iota inh	POLB inh	G9a block	BAZ2B block	Pol eta inh	Pol kappa inh	APEX1 inh
CSCC[C@H](NC(=O)C1CCN(S(=O)(=O)c2ccc(C)cc2)CC1)C(=O)NCC1CCCO1 (stereo not given in full)	-5%	0%	21%	10%	u	7%	-1%	-9%	15%
COc1ccc(-n2ncc3c(NCCC4=CCCCC4)ncnc32)cc1	-20%	-6%	-14%	-16%	-30%[59 µM]	3%	-19%	-1%[60.1 µM]	x
CCCN(CCC)Cc1c(C(=O)N/N=C/C(C)=C\c2ccccc2)nnn1-c1nonc1N	-20%	-13%	-13%	-15%	7%[59 µM]	-1%	-23%	-5%	0%[12.4 µM]
Cc1cccc(S(=O)(=O)NCCc2cn3ccccc3n2)c1	-14%	1%	23%	-19%	-24%	-1%	-22%	-2%	1%
CCCCCOP(=O)(OCCCCC)C1(NS(=O)(=O)c2ccccc2)C=CC(=O)c2ccccc21 (stereo not given)	-29%	-8%	6%	-4%	8.9µM*	-2%	-25%	-15%	-13%
COc1ccc(Cl)cc1S(=O)(=O)N1CCN(C(=O)c2cc(OC)c(OC)c(OC)c2)CC1	9%[57.1 µM]	0%	-3%	19%	-18%[59 µM]	-4%	-15%	-7%	-3%
CCCCN(CC)CCNC(=O)c1cc2c(C)nc3ccccc3c2o1	-11%	93%[activator]	30%	0%	15%[59 µM]	0%	-20%	2%	2%
CN(CCOc1ccccc1)C(=O)C1CCN(C(=O)c2ccc(F)cc2)CC1	-1%	0%	11%	25%	43%	4%	-20%	-6%	60%[activator]
Cc1cccc(C(=O)OCC(=O)NC(=O)Cc2ccccc2)c1O	-14%	-4%	11%	-8%	17%	-2%	-13%	-20%	27%
COc1ccc(/C=C/c2c(-c3cccc(C)c3)oc3ccc(N4CCOCC4)cc23)cc1	8%	x	17%	x	x	x	-17%	11%	x
O=C(NCCc1ccccc1)C1CCCN(S(=O)(=O)c2cccc3nsnc23)C1 (stereo not given)	u	3%	12%	30%	3%[59 µM]	-10%	-13%	-11%	12%
O=C(CN(Cc1ccc(F)cc1)S(=O)(=O)c1ccccc1)N1CCCCC1	2%	-2%	-4%	4%	0%[59 µM]	x	-12%	1%	-1%
Cc1ccc(CNC(=O)c2ccccc2NC(=O)CSc2nnnn2C)cc1	-5%	0%	-1%	28%	11%[59 µM]	4%	-13%	0%	-5%
CCOC(=O)N1CCN(S(=O)(=O)c2c(C)cc(C)cc2C)CC1	-4%	-4%	11%	25%	2%	9%	-5%	0%	-1%
O=C(CSc1nnnn1-c1ccccc1)Nc1ccc(Cl)cc1	-3%	-4%	11%	12%	1%[59 µM]	15%	-11%	-7%	23%
CC(NC(=O)CN1CCN(C(=O)c2cccs2)CC1)c1ccc(F)cc1F (stereo not given)	-8%	x	-1%	x	x	x	2%	-14%	41%
COc1cccc(CNC(=S)Nc2cc(OC)ccc2OC)c1	-21%	-6%	63%[activator]	35%	-44%	u	-7%	1%	2%
CCc1ccc(NC(=O)Cn2c(=O)n(CCC(=O)NCc3ccc4c(c3)OCO4)c(=O)c3ccccc32)cc1	-9%	-10%	6%	35%	-2%[59 µM]	u	4%	7%	x
Cc1ccccc1-n1c(SCC(=O)c2ccccc2)nnc1-c1ccc(F)cc1	-18%	-10%	1%	3%	19%[59 µM]	u	-15%	-17%[60.1 µM]	x
Cc1cc(/C=C2/SC(=O)N(CC(=O)OC(C)C)C2=O)c(C)n1C	-18%	-4%	-5%	u	19%[12.7 µM]	-4%	8%	-4%	2%

Whole records, quoted from the list.
Profile of `COc1ccc(Cl)cc1S(=O)(=O)N1CCN(C(=O)c2cc(OC)c(OC)c(OC)c2)CC1` : JMJD2A Tudor inh: 9%[57.1 µM]; BLM helicase inh: 0%; Pol iota inh: -3%; POLB inh: 19%; G9a block: -18%[59 µM]; BAZ2B block: -4%; Pol eta inh: -15%; Pol kappa inh: -7%; APEX1 inh: -3%
Profile of `CCCCN(CC)CCNC(=O)c1cc2c(C)nc3ccccc3c2o1` : JMJD2A Tudor inh: -11%; BLM helicase inh: 93%[activator]; Pol iota inh: 30%; POLB inh: 0%; G9a block: 15%[59 µM]; BAZ2B block: 0%; Pol eta inh: -20%; Pol kappa inh: 2%; APEX1 inh: 2%

(listing goes on)
Structure	JMJD2A Tudor inh	BLM helicase inh	Pol iota inh	POLB inh	G9a block	BAZ2B block	Pol eta inh	Pol kappa inh	APEX1 inh
CC1C2(C)OCC(C#N)(C(=N)O2)C1(C#N)C#N (stereo not given)	x	-5%	x	-2%	45µM*	1%	x	x	2%
O=C(N/N=C\c1cccc(OC(=O)c2ccco2)c1)c1ccc2c(c1)OCO2	-12%	-2%	-3%	5%	6%[59 µM]	-31%	-10%	-13%	2%
O=C(N/N=C\c1cc([N+](=O)[O-])ccc1N1CCOCC1)c1ccccn1	-16%	-1%	76%[activator]	-14%	u	-18%	-24%	0%	5%
Oc1ccc(-c2csc(Nc3ncccn3)n2)cc1	-15%	-5%	102%[activator]	2%	32%	-3%	-4%	-14%	6%
COc1ccc(/C(N)=N/OC(=O)CCC2CCCC2)cc1	114%[activator]	-6%	35%[activator]	-2%	x	6%	-21%	-20%	-6%
COCCNC(=O)C(Cc1c[nH]c2ccccc12)NC(=O)OCc1ccccc1 (stereo not given)	-18%	2%	7%	-14%	x	5%[0.457 µM]	-13%	10%	5%
CCN(C(=O)CSc1nc2ccccc2c(=O)n1Cc1ccc(C)cc1)C1CCS(=O)(=O)C1 (stereo not given)	-19%	x	24%	x	u	-1%	-17%	10%	-2%
Cc1ccc(N2C(=O)CCSC23C(=O)Nc2ccccc23)cc1 (stereo not given)	-10%	-4%	u	3%	-1%[59 µM]	3%	1%	-6%	14%
CCC(C)(C#CCN1CCCCC1)OCCC#N (stereo not given)	3%	-8%	12%	11%	17%	-2%	-8%	-4%	3%
COC(=O)c1cn(C(=O)c2ccco2)c2ccccc12	25%	-2%	10%	9%	2%[59 µM]	25%	-19%	-6%	-1%
O=C(COc1coc(CN2CCc3ccccc3C2)cc1=O)Nc1cccc([N+](=O)[O-])c1	-15%	x	u	x	u	-35%	u	-24%	5%
CCn1cc(C(=O)NCC2CCCO2)c(=O)c2cc(S(=O)(=O)N3CCC(C)CC3)ccc21 (stereo not given)	-6%	-5%	25%	2%	-3%[59 µM]	-4%	-22%	-2%	8%
COc1ccc(O)c(/C=N/NC(=O)c2ccc(CSc3nc(C)cc(C)n3)cc2)c1	-32%	-16%	u	25µM*	4%[59 µM]	-8%	u	u	-11%
CCOc1ccc(NC(=O)CC2C(=O)N(c3ccc(OC)cc3)C(=O)N2Cc2ccc(OC)cc2)cc1 (stereo not given)	-18%	-4%	-9%	2%	-23%	-5%	-19%	0%	-11%
